Screening results from PubChem BioAssay.
ssDAF12 agonist: activators of S. stercoralis DAF-12 nuclear receptor; HEK293 ssDAF-12/GRIP1 lit1-tk-luc reporter, luminescence; % of 3 µM dafachronic acid response; activation, % at 6.8 µM; 1% of 370,000 active; AID 652126;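 active means activation above the mean over all tested compounds plus 3 SD, cut at about 0.9% in these data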;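 further: 0% = DMSO-only wells and 100% = 3 µM delta7-dafachronic acid wells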
hgDAF-12 ag: activates the H. glycines DAF-12 receptor ligand-binding domain; HEK293 GAL4-hgDAF12 UAS-luciferase reporter, agonist luminescence; normalized to butyrate control; activation, % at 6.8 µM; 1.8% of 370,000 active; AID 687014;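 active means activation above a cutoff set at the mean of all screened compounds plus 3 SD, cut at about 10% in these data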;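 further: 0% = DMSO wells and 100% = sodium butyrate wells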
GAA850 FXN act: activators of GAA850 frataxin (FXN) promoter. HEK293 lucGAA850 FXN promoter luciferase reporter, 24 h; percent of 10 µM SAHA response. activation, % at 6 µM. 0.56% of 360,000 active;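 active means activation above the average of all compounds screened plus 3 SD, cutoff fixed separately per campaign, cut at about 7.5% in these data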;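 further: 0% = DMSO wells and 100% = 10 µM SAHA wells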
DAX1 inh-1: inhibitors of human orphan nuclear receptor DAX1 (NR0B1); P51843; HEK293 Gal4-DAX1 luciferase reporter, luminescence; inhibition, % at 6.75 µM; 0.99% of 340,000 active; AID 504766;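 active means inhibition above the mean over all tested compounds plus 3 SD, cut at about 4.2% in these data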;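 further: 0% = DAX1-transfected cells with DMSO and 100% = empty-vector control cells with DMSO; inhibition shows as a rise in luminescence from relieved DAX1 repression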
PG9 binder: PG9 antibody binding by small molecule; TR-FRET gp120-PG9 antibody binding; inhibition, % at 6.7 µM; 0.43% of 360,000 active; AID 624416; in the data active means inhibition above about 8.5%
ADAM17 inh: inhibitors of human ADAM17. P78536. recombinant ADAM17, EDANS/DABCYL FRET peptide cleavage. inhibition, % at 6.95 µM. 0.83% of 370,000 active;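 active means inhibition above the mean of compounds lying between control limits plus 3 SD, set per campaign, cut at about 8.5% in these data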;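 further: 0% = DMSO-only wells as the low control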
NPR1 activator: GC-A (human) enzyme activation | HEK293 GC-A cells, cGMP TR-FRET, EC30 ANP; 0% at EC30 ANP, 100% saturating ANP | 0.14% of 370,000 active | activation, % at 10 µM; in the data active means activation above about 40%
Target sequence (P16066 whole entry, looked up): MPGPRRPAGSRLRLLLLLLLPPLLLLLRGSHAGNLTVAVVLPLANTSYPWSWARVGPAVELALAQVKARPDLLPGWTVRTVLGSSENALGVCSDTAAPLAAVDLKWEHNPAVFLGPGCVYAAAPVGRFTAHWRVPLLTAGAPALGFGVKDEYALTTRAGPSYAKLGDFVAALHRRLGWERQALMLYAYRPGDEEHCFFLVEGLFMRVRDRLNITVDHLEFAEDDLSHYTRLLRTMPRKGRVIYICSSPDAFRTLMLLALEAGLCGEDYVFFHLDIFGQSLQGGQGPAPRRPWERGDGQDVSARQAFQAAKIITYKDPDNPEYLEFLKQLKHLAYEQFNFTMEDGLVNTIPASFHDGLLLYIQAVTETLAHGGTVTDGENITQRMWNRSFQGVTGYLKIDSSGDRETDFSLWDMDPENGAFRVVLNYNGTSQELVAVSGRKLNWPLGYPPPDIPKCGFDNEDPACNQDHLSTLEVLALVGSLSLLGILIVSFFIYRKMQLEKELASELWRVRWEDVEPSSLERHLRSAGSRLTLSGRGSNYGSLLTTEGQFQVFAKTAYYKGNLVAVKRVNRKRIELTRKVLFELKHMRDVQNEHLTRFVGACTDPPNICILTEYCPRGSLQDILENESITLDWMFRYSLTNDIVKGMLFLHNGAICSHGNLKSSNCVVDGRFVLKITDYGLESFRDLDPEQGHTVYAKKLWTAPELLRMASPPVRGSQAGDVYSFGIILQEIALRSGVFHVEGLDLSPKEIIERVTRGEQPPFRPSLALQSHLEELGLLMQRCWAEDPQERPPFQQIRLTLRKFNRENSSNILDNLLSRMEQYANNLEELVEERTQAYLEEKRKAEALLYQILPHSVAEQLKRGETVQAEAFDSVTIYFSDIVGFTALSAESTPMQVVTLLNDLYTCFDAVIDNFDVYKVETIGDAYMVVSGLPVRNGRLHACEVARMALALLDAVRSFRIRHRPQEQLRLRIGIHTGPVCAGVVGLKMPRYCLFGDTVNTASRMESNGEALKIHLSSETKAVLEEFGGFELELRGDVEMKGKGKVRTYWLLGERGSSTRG
DAX1 inh-2: DAX1 (NR0B1) inhibition, primary screen | inhibition, % at 6.8 µM | AID 652010 | 1.1% of 370,000 active | HEK293T StAR-luciferase reporter, SF-1/DAX-1 repression relief;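 active means inhibition above the mean over all tested compounds plus 3 SD, cut at about 3.6% in these data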;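 further: 0% = DAX-1 cells with DMSO and 100% = cells lacking DAX-1 with DMSO; higher inhibition means more luminescence from relief of DAX-1 repression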
SMARCA2 act: activators of SMARCA2 function; MG213 cells, MMTV-luciferase reporter, dexamethasone, overnight; activation, % at 9.1 µM; 1% of 370,000 active; in the data active means activation above about 7.8%;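 further: 0% = vehicle wells and 100% = reference activator wells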
hcDAF12 agonist: activators of H. contortus DAF-12 nuclear receptor. HEK293 hcDAF-12 lit1-tk-luc reporter, luminescence; 0% DMSO, 100% Δ7-dafachronic acid. AID 652067. 1.4% of 370,000 active. activation, % at 6.8 µM;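 active means activation above the mean of all tested compounds plus 3 SD, cut at about 5.5% in these data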;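 further: 100% = response to 3 µM Δ7-dafachronic acid high control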
ADAM10 inh: inhibitors of human ADAM10. AID 720582. O14672. inhibition, % at 7 µM. recombinant ADAM10, EDANS/DABCYL FRET peptide cleavage, 3 h. 0.62% of 370,000 active;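 active means inhibition above a per-campaign cutoff equal to the mean of compounds falling between control-based bounds plus 3 SD, cut at about 20% in these data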;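 further: 0% = DMSO wells while the 100% control is not disclosed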
Active calls of the source: *; i = inactive; / = not tested or not shown. Not a hit list; overall some 6.8% were active at least once.

SMILES	ssDAF12 agonist	hgDAF-12 ag	GAA850 FXN act	DAX1 inh-1	PG9 binder	ADAM17 inh	NPR1 activator	DAX1 inh-2	SMARCA2 act	hcDAF12 agonist	ADAM10 inh
CCOc1ccc(S(=O)(=O)N2CCc3cc(OC)c(OC)cc3C2)cc1	-1.7	-4.0	2.4	-0.8	-2.0	1.0	2.7	0.0	-2.7	1.2	-4.6
COc1ccc(OC)c(C(O)c2ncc(-c3cccc4ccccc34)[nH]2)c1 (stereo not drawn)	-1.6	-2.8	-3.6	/	-0.6	-5.4	-9.7	-0.5	-4.2	-1.0	-8.6
COc1ccccc1C(=O)NNC(=O)c1ccccc1Br	0.8	5.0	3.0	1.1	1.4	-3.1	1.6	0.2	0.6	8.4*	-10.8
COc1ccc2cc3cc(C(=O)NCc4cccnc4)oc3nc2c1	-1.7	-0.4	0.9	-2.4	-1.7	i	2.5	-0.2	1.4	0.1	i
CC(O)(c1ccncc1)c1nc(-c2cccc(C(F)(F)F)c2)cs1 (stereo not drawn)	-1.5	-5.3	1.0	/	1.1	4.1	2.0	-1.8	-5.8	-1.8	-6.6
COc1ccc2c(c1)cc1n2CCN=C1NN	-1.4	3.5	-2.2	-0.5	-1.4	-259.2	-0.7	-0.1	-1.6	-2.7	i
O=C(NCc1ccccc1)c1ccc(COCC(F)(F)F)o1	-1.4	-1.7	-4.5	0.4	-0.7	3.1	/	0.6	-4.2	-1.6	7.0
Cc1ccc(Cn2nnnc2CN2CCC(O)(c3ccccc3F)CC2)cc1	-1.6	2.6	3.2	-0.7	0.7	-1.7	1.1	0.1	-0.4	-2.0	5.6
COC(=O)c1ccc(CNC(=O)CCNC(=O)c2ccco2)cc1	-0.5	-1.6	1.0	-0.9	0.1	-11.0	-1.5	0.5	-0.5	-2.3	-9.6
O=C(O)CNC(=S)N(Cc1ccc(F)cc1)C1CCCCC1	-0.5	5.5	0.8	0.2	1.4	-3.4	-1.4	0.2	-1.2	0.8	-7.3
O=C(COC(=O)c1ccc(Cl)cc1[N+](=O)[O-])NC(=O)c1ccccc1	-0.5	-3.4	2.6	0.2	1.1	0.1	0.9	0.4	-1.8	-0.7	-5.3
O=C(Nc1ccc(CN2CCOCC2)cc1)c1ccc(-c2cc(Cl)ccc2Cl)o1	-2.1	-1.7	-0.6	-2.5	-0.5	4.3	2.0	-2.3	-4.3	-3.8	8.9
CN1CCC(=O)N(CCSc2ccccc2)CC1	-0.6	5.4	4.0	0.9	-0.1	1.3	-0.7	0.0	0.3	0.1	-5.7
CN1CCC(N2CCN(C3CN(CCc4ccccc4)S(=O)(=O)C3)CC2)CC1 (stereo not drawn)	-0.8	-1.1	/	/	1.2	-0.8	-2.4	-0.2	1.4	-0.7	-1.8
Cc1ccc(S(=O)(=O)N2CCN(Cc3nc4sc5c(c4c(=O)[nH]3)CCCC5)CC2)cc1	-1.1	-0.3	-0.5	-2.3	-1.2	-11.7	-1.1	-0.3	-0.7	-0.8	-8.8
CC1CCN(C(=O)C(C)c2ccc([N+](=O)[O-])cc2)CC1 (stereo not drawn)	-0.3	0.3	2.0	1.9	-0.2	-1.9	-3.4	0.1	1.0	-1.2	-1.4
CCC(=O)c1ccc(OCC(=O)Nc2ccc3c(c2)OCCO3)cc1	-0.9	5.8	1.3	-0.5	1.1	-4.4	1.7	1.1	0.2	1.8	-15.6
Cc1c(NC(=O)CCC(=O)N2CCCCC2)c(=O)n(-c2ccccc2)n1C	-0.3	-1.1	0.3	0.4	1.2	-0.8	1.5	-0.4	-1.9	1.5	-3.4
COc1ccc(Cl)cc1S(=O)(=O)N1CCC(O)(c2ccc(Cl)cc2)CC1	-1.1	-0.3	0.2	2.0	-3.4	-0.9	-5.0	0.0	-1.2	1.3	-2.5
CC(Oc1ccc(Cl)cc1Cl)C(=O)N(Cc1ccco1)C1CCS(=O)(=O)C1 (stereo not drawn)	-1.0	0.6	0.1	-0.7	-1.6	-5.5	-0.5	0.2	2.1	-1.8	-3.4
Cn1c(SCC(=O)Nc2ccc(N3CCOCC3)c(Cl)c2)nnc1C(O)c1ccccc1 (stereo not drawn)	-1.7	-2.4	2.5	0.1	-2.1	-1.2	-1.2	-0.8	1.5	-0.7	2.8
CNC[C@@H](CC1CCCCC1)NC[C@H](CC(C)C)NCCc1cccc(C(F)(F)F)c1	-1.4	1.5	-2.0	1.1	-1.2	-2.5	0.8	-0.2	-6.8	-2.0	-5.2
CCNC(=O)C1(C)CCN(C(=O)c2ccc(OC)cc2OC)C1 (stereo not drawn)	-0.6	2.1	0.6	/	-0.4	-4.4	-1.4	-0.2	-3.1	1.0	-7.6
Cn1c(=O)[nH]c(=O)c2c1nc(N1CCCCC1)n2CCCSc1nc2ccccc2s1	-1.7	-4.5	3.6	-1.3	-2.6	0.5	-9.3	-1.2	2.5	-3.2	9.0
COc1ccccc1C(=O)NC(C)C(c1cccs1)N1CCN(C)CC1 (stereo not drawn)	-0.9	-0.2	0.4	-0.3	-2.9	-0.7	-0.9	0.0	1.2	-0.7	0.8
Cc1cc(C)c(NC(=O)Cn2ncc3ccccc32)c(C)c1	-1.4	2.3	1.1	-0.9	1.9	3.7	1.0	0.6	-1.3	-0.7	-4.8
CCn1c(C)nc2cc(S(N)(=O)=O)ccc21	-1.2	-0.7	3.2	-0.1	-1.8	-3.8	-2.6	0.2	0.0	-1.4	-3.3
C/C=C/C=C\C(=O)Nc1cccc(C2=NOC3(C2)C[C@H](C(N)=O)N(C(=O)/C=C/C)C3)c1 (stereo partly drawn)	-1.5	1.8	0.6	0.4	0.2	-4.3	-0.1	0.7	-0.2	-0.6	-2.1
CNC(=O)c1nnn(Cc2ccccc2)c1NC(=O)C(F)(F)F	-1.1	1.4	-0.4	-0.5	0.6	-1.9	-1.8	-0.3	-0.3	-1.2	3.9
CCOc1ccc(-n2c(-c3ccc(OC)cc3)c[n+]3c2CCCCC3)cc1	-3.5	-11.7	-2.5	-5.0	0.0	-2.4	2.0	-3.3	-4.6	-5.5	-1.9
O=C(O)CSc1ccc(Oc2ccc(SCC(=O)O)cc2)cc1	-1.2	-1.1	4.1	-0.4	0.5	-0.6	-2.1	-0.1	-0.2	-0.5	-0.7
COc1ccc(CCCc2n[nH]c(=S)o2)cc1	-1.4	0.6	3.5	0.6	-1.2	0.5	5.4	0.8	-1.0	-0.5	-2.2
O=C(OCC(=O)N1CCc2ccccc21)[C@@H]1CCCN1S(=O)(=O)c1ccccc1F	-1.4	1.0	2.5	-0.1	-0.6	4.8	4.5	2.9	5.1	-0.2	-4.2
COc1cc(/C=N/n2cnnc2)ccc1OCCOc1ccccc1	-1.0	0.4	1.3	0.3	0.5	-6.6	-3.9	-0.6	1.0	-0.6	-10.2
CCCCNC(=O)C[C@@H]1C[C@@]2(C(=O)OC)CCCCC=C2N(Cc2ccc(Cl)cc2Cl)C1=O	-0.9	-1.2	/	/	-3.1	0.8	-7.1	-0.7	-5.0	-0.7	2.0
OCCCCCN=c1cc(-c2ccccc2)oc2ccc(Cl)cc12	-0.5	9.0	-1.7	2.1	-0.3	4.0	10.6	0.6	13.3*	5.3	-1.8
COc1cc(/C=N/NC(N)=O)ccc1OC(=O)c1ccco1	-1.0	-0.6	3.3	3.8	-0.9	-2.1	-1.3	-0.4	-0.8	-0.3	-1.6
Cc1noc(C)c1S(=O)(=O)Nc1ccc2c(c1)C(=O)N([C@H](C)CO)C[C@H](C)[C@@H](CN(C)C(=O)Nc1ccc(C(F)(F)F)cc1)O2	-1.0	0.6	0.5	-0.1	1.2	-2.2	3.4	1.1	2.9	1.0	6.5
COc1ccc(OCC(=O)N2CCc3ccccc32)c([N+](=O)[O-])c1	0.2	5.0	3.2	2.0	-0.9	-2.4	-0.2	3.6	7.6	5.6*	-0.8
COc1ccc(C(=O)Nc2nc(N3C(=O)c4ccccc4C3=O)n(-c3ccccc3)n2)cc1	-0.9	2.6	-1.1	0.2	-0.2	-6.2	0.8	-0.2	-2.7	-0.6	-2.3
Cc1ccccc1CS(=O)(=O)Cc1ccc(C(=O)Nc2cccc(C)c2C)o1	-1.0	1.9	/	/	/	-0.7	0.9	-0.1	-3.8	-3.5	10.3
Cn1c(=NC(=O)CSCC(=O)N2CCCCC2)sc2ccccc21	-1.3	-1.8	0.7	0.5	1.4	-7.3	-5.6	-0.4	7.2	0.4	-3.1

3 of the entries above in order of the PG9 binder value, ascending:
mol	ssDAF12 agonist	DAX1 inh-1	PG9 binder	ADAM17 inh	NPR1 activator	DAX1 inh-2	SMARCA2 act	hcDAF12 agonist	ADAM10 inh
O=C(OCC(=O)N1CCc2ccccc21)[C@@H]1CCCN1S(=O)(=O)c1ccccc1F	-1.4	-0.1	-0.6	4.8	4.5	2.9	5.1	-0.2	-4.2
C/C=C/C=C\C(=O)Nc1cccc(C2=NOC3(C2)C[C@H](C(N)=O)N(C(=O)/C=C/C)C3)c1 (stereo partly drawn)	-1.5	0.4	0.2	-4.3	-0.1	0.7	-0.2	-0.6	-2.1
O=C(O)CSc1ccc(Oc2ccc(SCC(=O)O)cc2)cc1	-1.2	-0.4	0.5	-0.6	-2.1	-0.1	-0.2	-0.5	-0.7

In another format: six of the compounds above
molecule | ssDAF12 agonist | hgDAF-12 ag | GAA850 FXN act | DAX1 inh-1 | PG9 binder | ADAM17 inh | NPR1 activator | DAX1 inh-2 | SMARCA2 act | hcDAF12 agonist | ADAM10 inh
C/C=C/C=C\C(=O)Nc1cccc(C2=NOC3(C2)C[C@H](C(N)=O)N(C(=O)/C=C/C)C3)c1 (stereo partly drawn) | -1.5 | 1.8 | 0.6 | 0.4 | 0.2 | -4.3 | -0.1 | 0.7 | -0.2 | -0.6 | -2.1
CNC(=O)c1nnn(Cc2ccccc2)c1NC(=O)C(F)(F)F | -1.1 | 1.4 | -0.4 | -0.5 | 0.6 | -1.9 | -1.8 | -0.3 | -0.3 | -1.2 | 3.9
CCOc1ccc(-n2c(-c3ccc(OC)cc3)c[n+]3c2CCCCC3)cc1 | -3.5 | -11.7 | -2.5 | -5.0 | 0.0 | -2.4 | 2.0 | -3.3 | -4.6 | -5.5 | -1.9
O=C(O)CSc1ccc(Oc2ccc(SCC(=O)O)cc2)cc1 | -1.2 | -1.1 | 4.1 | -0.4 | 0.5 | -0.6 | -2.1 | -0.1 | -0.2 | -0.5 | -0.7
COc1ccc(CCCc2n[nH]c(=S)o2)cc1 | -1.4 | 0.6 | 3.5 | 0.6 | -1.2 | 0.5 | 5.4 | 0.8 | -1.0 | -0.5 | -2.2
O=C(OCC(=O)N1CCc2ccccc21)[C@@H]1CCCN1S(=O)(=O)c1ccccc1F | -1.4 | 1.0 | 2.5 | -0.1 | -0.6 | 4.8 | 4.5 | 2.9 | 5.1 | -0.2 | -4.2
